High-throughput results as filed in PubChem BioAssay.
bIAP inhibitor – bovine intestinal alkaline phosphatase inhibitors, primary screen, selectivity assay for TNAP inhibitor project, biochemical, bovine IAP, CDP-star luminescence | alkaline phosphatase, intestinal [Bos taurus] | purified bovine IAP, 30 min | inhibition, % at 20 µM | 190,000 tested, under 10 active;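 active = over 50% inhibition of intestinal alkaline phosphatase at 20 µM in the single-dose screen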
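Incubation: 30 min reaction at room temperature / Material: purified bovine intestinal alkaline phosphatase (IAP) enzyme / Input: enzyme at 1/65,000,000 dilution / Dosing: 20 µM single dose / Signal: CDP-star luminescence signal / Reagent: CDP-star chemiluminescent phosphatase substrate, 30 µM final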
STAT3 blocker – IL-6 driven STAT3 reporter inhibitors, primary screen, U3A cells, luciferase, luminescence, MLSCN library; IL-6 STAT3-luciferase reporter; host cell line lacks STAT1; inhibition, % at 5.5 µM; 190,000 compounds, 0.89% hits; AID 862, 2007;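 active = inhibition above the mean inhibition across all screened compounds plus 3 SD, cut at about 44% in these data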;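 also: 0% = DMSO only wells and 100% = 100 µM nifuroxazide control wells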
STAT1 blocker – STAT1 signaling inhibitors, primary screen, cell-based, HTS, luciferase reporter; inhibition, % at 5.5 µM; NIH 3T3 STAT1-luciferase reporter, IFN-gamma, luminescence; 200,000 compounds, 0.35% hits;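 active = inhibition above a set limit, the mean inhibition across all tested compounds plus 3 SD, cut at about 34% in these data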;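 also: 0% = IFN-gamma with DMSO and 100% = IFN-gamma with 300 µM nifuroxazide; values of inactives mirror those of a sister screen read the other way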
PPARg SRC-2 ag – agonists of PPARg-SRC-2 recruitment, primary screen, biochemical, HTS. Peroxisome proliferator-activated receptor gamma (Homo sapiens), P37231. PPARgamma LBD-SRC-2 recruitment. activation, % at 8 µM. 200,000 compounds, 0.34% hits; in the data active = activation above about 22%;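 also: 0% = vehicle and 100% = reference agonist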
STAT3 activator – IL-6 driven STAT3 reporter potentiators, primary screen, U3A cells, luciferase, luminescence, MLSCN library | IL-6 STAT3-luciferase reporter; 100% = signal with IL-6 EC80 alone | activation (% of control), % at 5.6 µM | 190,000 compounds, 0.91% hits;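 active = activation above the screen-wide mean of compound activation plus 3 SD, cut at about 130% in these data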;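 also: 0% = background luminescence of wells with medium and substrate only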
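Material: human U3A cells carrying STAT3-luciferase construct. Measured by: reporter luminescence signal. Timing: compound 1 h, then IL-6 6 h at 37 °C.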
PPARg SRC-3 ag – PPARgamma agonists recruiting SRC-3 coactivator, primary screen, biochemical; Peroxisome proliferator-activated receptor gamma (Homo sapiens), P37231; biochemical PPARgamma/SRC-3 coactivator recruitment assay; activation, % at 8 µM; 200,000 compounds, 0.26% hits; AID 731, 2007; in the data active = activation above about 23%;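 also: 0% = DMSO and 100% = reference agonist; some compounds past the cut are filed as inactive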
TNAP act hi DEA – TNAP activators at high phosphate acceptor level, primary screen, biochemical, luminescence, uHTS | Alkaline phosphatase, tissue-nonspecific isozyme (Homo sapiens), P05186 | purified TNAP, CDP-star luminescence, 1 M DEA, 30 min; stronger effect = higher value; 0 = EDTA background, 1 = DMSO-only activity | activation factor at 20 µM | 200,000 tested, under 10 active | AID 1136, 2008;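 active = activation factor at least 2 at 20 µM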
Target sequence (P05186 whole entry, looked up): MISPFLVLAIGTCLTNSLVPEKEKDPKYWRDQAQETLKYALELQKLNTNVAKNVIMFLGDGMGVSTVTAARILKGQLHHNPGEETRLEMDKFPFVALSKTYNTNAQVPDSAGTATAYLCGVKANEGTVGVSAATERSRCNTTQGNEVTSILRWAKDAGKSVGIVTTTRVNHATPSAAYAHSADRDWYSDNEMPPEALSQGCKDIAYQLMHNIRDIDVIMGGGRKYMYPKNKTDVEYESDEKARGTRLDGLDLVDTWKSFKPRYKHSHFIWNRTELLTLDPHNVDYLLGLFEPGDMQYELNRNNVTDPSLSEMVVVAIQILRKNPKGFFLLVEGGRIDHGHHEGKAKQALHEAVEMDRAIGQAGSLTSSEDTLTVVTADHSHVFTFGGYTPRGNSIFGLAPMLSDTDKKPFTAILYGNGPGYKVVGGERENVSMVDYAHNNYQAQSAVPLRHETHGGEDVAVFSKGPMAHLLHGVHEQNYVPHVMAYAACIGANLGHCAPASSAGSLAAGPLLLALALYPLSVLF
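Control set: EDTA negative control, DMSO positive control / Assay system: human TNAP / Quantity: TNAP 1/800 final / Evaluation: TNAP activation factor scaled between EDTA and DMSO control wells / Measured by: luminescent substrate turnover signal / Compound dosing: one dose, 20 µM / Times: 30 min enzyme reaction at room temperature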
bIAP act – bovine intestinal alkaline phosphatase activators, primary screen, biochemical, bovine IAP, CDP-star luminescence. alkaline phosphatase, intestinal [Bos taurus]. purified bovine IAP, 30 min; stronger effect = higher value; fold of DMSO-control signal, blank-subtracted. activation factor at 20 µM. 200,000 compounds, 0.17% hits. AID 1016, 2008;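 active = activation factor of 2 or more at 20 µM, a signal rise over negative controls twice the positive control's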
ROMK mod – ROMK potassium channel modulators, primary screen, cell-based, thallium flux, MLSMR library; 130,000 compounds, 2% hits; ATP-sensitive inward rectifier potassium channel 1 (Homo sapiens), P48048; B-score at 10 µM; Tet-inducible ROMK, thallium flux fluorescence; actives lie on both sides;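 active = signal ratio slope over the read window, or its plate-corrected B-score, at least 3 SD from the plate mean, either direction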;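 also: B-score of the F/F0 ratio slope over 7 to 12 s after thallium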
Target sequence (P48048 whole entry, looked up): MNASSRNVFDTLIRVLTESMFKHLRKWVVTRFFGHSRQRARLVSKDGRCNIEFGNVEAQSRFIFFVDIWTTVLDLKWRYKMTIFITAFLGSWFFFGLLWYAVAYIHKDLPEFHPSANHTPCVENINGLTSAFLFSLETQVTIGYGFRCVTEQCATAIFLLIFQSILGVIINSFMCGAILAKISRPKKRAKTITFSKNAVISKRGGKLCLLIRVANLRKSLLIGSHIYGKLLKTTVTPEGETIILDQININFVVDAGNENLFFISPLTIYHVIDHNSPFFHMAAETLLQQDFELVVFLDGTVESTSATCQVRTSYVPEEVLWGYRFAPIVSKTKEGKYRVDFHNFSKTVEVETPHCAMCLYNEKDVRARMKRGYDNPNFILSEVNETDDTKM
PPARg SRC1 recr – PPARgamma agonists recruiting SRC-1 coactivator, primary screen, biochemical. Peroxisome proliferator-activated receptor gamma (Homo sapiens), P37231. PPARgamma-SRC-1 coactivator recruitment biochemical assay. activation, % at 8 µM. 200,000 compounds, 0.41% hits. AID 631, 2007; in the data active = activation above about 19%;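 also: 0% = DMSO and 100% = reference agonist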
TR-FRET SRC-2 ct – TR-FRET signal artefacts, primary screen, artefact control for PPARgamma SRC-2 agonist project, biochemical; TR-FRET artefact counter-screen; stronger effect = higher value; TR-FRET ratio at 8 µM; 200,000 compounds, 0.4% hits; AID 1049, 2008; in the data active = TR-FRET ratio above about 2000; also: inactives centre near 1500
* hit, by the source's call; · = not tested or not shown; & = joins results of further samples.

Every second line gives: bIAP inhibitor | bIAP act | PPARg SRC-2 ag | STAT3 blocker | PPARg SRC1 recr | TNAP act hi DEA | ROMK mod | PPARg SRC-3 ag | STAT1 blocker | TR-FRET SRC-2 ct | STAT3 activator
- Cc1nc(NCC2CCCO2)c2nnn(Cc3ccccc3Cl)c2n1 (stereo unspecified)
    15 | 0.9 | 5 | 3 | 2 | 1 | · | 2 | -1 | 1838 | 101
- Cc1cc(NC(=O)CSc2nc(C(C)C)nc3sc(C)c(C)c23)no1
    19 | 0.8 | -1 | 7 | 0 | 1 | 0.015 | 0 | 7 | 1605 | 97
- COc1ccc2c(c1)CCc1c(C(=O)N3CCCc4ccccc43)noc1-2
    12 | 0.9 | -2 | 5 | -3 | 1.1 | · | -8 | -20 | 1632 | 100
- C/C(=N\NC(=S)NCCc1ccccc1)c1ccc(C)cc1
    -4 | 1 | -6 | 14 | 2 | 1 | · | 6 | -2 | 1303 | 91
- O=C(COC(=O)c1ccco1)NCc1ccc(Cl)cc1
    0 | 1 | 1 | 3 | 8 | 1 | 0.014 | 0 | -2 | 1618 | 99
- Cc1ccc(-c2cc(-c3nnc(SCC(=O)NC(C)C(C)C)n3N)c3ccccc3n2)cc1 (stereo unspecified)
    4 | 1 | 5 | 7 | 7 | 1 | · | -10 | -1 | 1565 | 97
- N#CCC(N)=C(C#N)C#N
    -4 | 1 | 2 | 2 | 6 | 0.9 | · | 8 | 6 | 1613 | 100
- COc1ccc(CNC(=S)Nc2ccccc2C)cc1
    35 | 0.6 | 5 | 13 | -2 | 1 | 1.7 | 3 | -2 | 1570 | 93
- COc1ccc(OC(=O)c2cc(S(=O)(=O)N3CCCC3)ccc2Cl)cc1
    36 | 0.6 | 8 | 5 | 6 | 1 | 1.4 | 3 | 14 | 1603 | 101
- Cn1c(=O)c2c(nc(NCC3CCCO3)n2Cc2cccc(Br)c2)n(C)c1=O (stereo unspecified)
    -2 | 1 | -3 | -5 | 5 | 1 | · | 0 | 0 | 1392 | 107
- COc1ccc(N2COC3c4cccc5cccc(c45)C32)cc1 (stereo unspecified)
    7 | 0.9 | -1 | 3 | 0 | 1 | -0.59 | 0 | 5 | 1512 | 99
- COc1cccc(-c2nnc(SCC(=O)Nc3ccc4c(c3)OCCO4)n2Cc2ccco2)c1
    -4 | 1 | 5 | 3 | 6 | 1 | -0.77 | 11 | 15 | 1551 | 100
- Cc1cccc(C(=O)NNC(=O)Nc2ccccc2)c1
    -2 | 1 | 11 | 8 | 2 | 1 | 0.033 | 5 | 7 | 1544 | 97
- COc1ccc(-c2c(-c3ccc(OCC(=O)NN)cc3O)n[nH]c2C(F)(F)F)cc1
    12 | 0.9 | 4 | 3 | 5 | 1 | · | 2 | -4 | 1638 | 100
- CC(C)(C)CC(C)(C)NC1=CC(=O)OC12CCCCC2
    6 | 0.9 | 1 | -9 | -2 | 1.1 | -0.64 | -4 | -3 | 1347 | 105
- COc1cc(CNC2CCCC2)cc(Br)c1OCC(=O)Nc1ccccc1C
    -7 | 1.1 | 4 | 4 | 4 | 1.1 | -0.72 | 3 | -3 | 1447 | 98
- COc1ccc(OC)c(-n2cnnn2)c1
    6 | 0.9 | 2 | 7 | 10 | 1.1 | -0.3 | 9 | 2 | 1615 | 102
- Cc1ccc(C(=O)CC(=O)c2ccc(C(C)(C)C)cc2)cc1
    13 | 0.9 | 2 | 0 | 4 | 1 | 1.4 | 5 | -5 | 1399 | 104
- CCCOc1ccc(N2C(=O)CC(N3CCN(c4ccccc4F)CC3)C2=O)cc1 (stereo unspecified)
    0 | 1 | 3 | -3 | 2 | 1 | 0.0041 | -16 | -5 | 1447 | 105
- COc1cccc(-c2cc3c(=O)n(-c4ccccc4)c(=S)[nH]c3s2)c1
    -1 | 1 | 31* | 5 | 23* | 1 | · | 21 | -9 | 1988* | 106

The closing 2 compounds of the part above are carried over, then new ones follow.
Every second line gives: bIAP inhibitor | bIAP act | PPARg SRC-2 ag | STAT3 blocker | PPARg SRC1 recr | TNAP act hi DEA | ROMK mod | PPARg SRC-3 ag | STAT1 blocker | TR-FRET SRC-2 ct | STAT3 activator
- CCCOc1ccc(N2C(=O)CC(N3CCN(c4ccccc4F)CC3)C2=O)cc1 (stereo unspecified)
    0 | 1 | 3 | -3 | 2 | 1 | 0.0041 | -16 | -5 | 1447 | 105
- COc1cccc(-c2cc3c(=O)n(-c4ccccc4)c(=S)[nH]c3s2)c1
    -1 | 1 | 31* | 5 | 23* | 1 | · | 21 | -9 | 1988* | 106
- N#Cc1c(NC(=O)CSc2ccccn2)oc(-c2ccccc2)c1-c1ccccc1
    14 | 0.9 | 10 | 7 | 0 | 1 | -0.95 | 8 | -2 | 1517 | 100
- CN(C(=O)/C=C/c1cnc2ccccc2c1)C1CCCCC1
    4 | 1 | 3 | 38 | 4 | 1 | -0.45 | 0 | -6 | 1599 | 70
- Cc1ccc(S(=O)(=O)C2(C(=O)Nc3cccnc3)CC2)cc1
    13 | 0.9 | 5 | 15 | 3 | 1 | · | 4 | -10 | 1367 | 92
- CC(C)N(C(=O)CSc1nnc(CNc2ccc(F)cc2)o1)C(C)C
    2 | 1 | 3 | 4 | -4 | 1 | 0.081 | 4 | 7 | 1561 | 100
- Cn1c(=O)c2c(nc(Br)n2CC(=O)C23CC4CC(CC(C4)C2)C3)n(C)c1=O
    0 | 1 | 12 | -4 | 6 | 1.1 | -0.44 | 4 | -4 | 1685 | 107
- Cc1ccccc1C(=O)N1CCN(c2ccc(NC(=S)NC(=O)c3cccs3)cc2)CC1
    -15 | 1.1 | 4 | 25 | 2 | 1 | -0.065 | 0 | 16 | 1636 | 82
- CS(=O)(=O)N(CC(=O)O)c1ccc2c(c1)OCO2
    11 | 0.9 | 2 | -3 | -2 | 1 | · | -3 | -3 | 1628 | 106
- COC(=O)C1=C(C)NC(=O)CC1c1cc2c(cc1Br)OCO2 (stereo unspecified)
    -4 | 1 | -3 | -3 | -1 | 1.1 | · | 6 | 1 | 1470 | 108
- COc1ccc(C(=O)Nc2cccnc2)cc1S(=O)(=O)N1CCOCC1
    -8 | 1.1 | 0 | 3 | 2 | 1.1 | -0.4 | -4 | -4 | 1573 | 100
- C/C(=N/NC(N)=S)c1ccccc1[N+](=O)[O-]
    5 | 0.9 | 3 | 6 | 0 | 1 | · | 4 | -7 | 1496 | 99
- Cc1ccccc1Oc1ccc(Oc2ccccc2C)nn1
    5 | 1 | 5 | -8 | -2 | 1 | -0.85 | -2 | -34 | 1353 | 113
- CC(C)COC(=O)/C(C#N)=C/c1c[nH]c2ccccc12
    32 | 0.7 | 1 | -7 | 3 | 1 | · | 9 | -7 | 1548 | 102
- COc1ccc(CN2CCC(CO)(Cc3ccccc3C(F)(F)F)CC2)c(F)c1
    9 | 0.9 | 1 | 7 | 1 | 1.1 | -1.4 | 4 | 0 | 1515 | 104
- CN(C(=O)CSc1nnc(N)s1)c1c(N)n(Cc2ccccc2)c(=O)[nH]c1=O
    19 | 0.8 | 1 | 11 | -7 | 1 | 0.73 | -8 | 0 | 1539 | 96
- CN(C(=O)CS(=O)(=O)c1cn(CC(=O)N2CCOCC2)c2ccccc12)c1ccccc1
    -3 | 1 | 7 | 6 | -6 | 1 | 0.32 | 3 | -7 | 1591 | 106
- c1ccc2[nH]c(NCCN3CCOCC3)nc2c1
    11 | 0.9 | 0 | -2 | 0 | 1 | · | 1 | 0 | 1465 | 103
- O=c1c2ccccc2c2c(O)nc(-c3ccccc3)n2n1Cc1ccccc1
    2 | 1 | 5 | 8 | -3 | 1 | -0.26 | 13 | -1 | 1596 | 98
- O=C(c1ccc([N+](=O)[O-])cc1)n1nc(-c2ccccc2)nc1NCc1ccccc1
    -2 | 1 | 4 | -5 | 4 | 1.1 | · | 4 | -20 | 1508 | 104
- COC(=O)Cc1csc(N)n1
    12&13 | 0.9&0.9 | -2&18 | 7&2 | -3&4 | 1.1&1 | · | -5&9 | 3&-7 | 1423&1667 | 99&102
- COc1ccccc1N=Cc1nc(-c2ccccc2)oc1OC(C)=O
    -8 | 1.1 | 1 | -21 | 2 | 1 | -0.85 | -11 | 8 | 1567 | 122
- COc1cccc(C(=O)Nc2ccc3nc(N4CCN(c5ncccn5)CC4)cc(C)c3c2)c1OC
    36 | 0.6 | -2 | 23 | 3 | 1 | -0.46 | -18 | -5 | 1463 | 83
- CC(O)CNc1nc2sc3c(c2c(=O)n1CCc1ccccc1)CCCCC3 (stereo unspecified)
    14 | 0.9 | 6 | -5 | 0 | 1 | · | 3 | -3 | 1590 | 106
- CC(CCc1ccccc1)NC(=O)C1CCN(S(=O)(=O)c2cnc[nH]2)CC1 (stereo unspecified)
    -14 | 1.1 | 0 | -8 | -4 | 1 | 0.61 | -5 | 0 | 1629 | 110
- Cc1ccc(CN2CCN(Cc3cnn(-c4ccc(F)cc4)c3)CC2CCO)o1 (stereo unspecified)
    -2 | 1 | -1 | -1 | 4 | 1 | 0.1 | -1 | 3 | 1443 | 103
- COC(=O)c1[nH]c2c(c1C)C(=O)CCC2
    9 | 0.9 | 1 | -3 | 8 | 1.1 | 0.19 | -4 | 8 | 1484 | 105
- CCOC(=O)c1c(-c2cccc([N+](=O)[O-])c2)cn2ccccc12
    -1 | 1 | 1 | 16 | -7 | 1 | -0.23 | 1 | -1 | 1617 | 92
- CC1CCN(Cc2csc(N)n2)CC1
    10 | 0.9 | 11 | 1 | 7 | 1 | -0.0062 | -2 | 6 | 1709 | 98
- O=C1c2oc3ccc(F)cc3c(=O)c2C(c2cccc(O)c2)N1CCCN1CCOCC1 (stereo unspecified)
    -27 | 1.3 | -2 | -3 | -11 | 1 | -2.3* | -2 | -6 | 1488 | 103
- C=CCc1ccc(OCCOCCNCCCC)c(OC)c1
    1 | 1 | 8 | 8 | 2 | 1 | -1.4 | 1 | -2 | 1352 | 97

Random draw from the library; 3.7% or so of the library scored in one or more.
